Siah-1 displacement = Siah-1 peptide-binding antagonists, primary screen, biochemical, fluorescence polarization, rhodamine-plectin, uHTS (AID 1817) | Siah-1 / rhodamine-plectin peptide fluorescence polarization; higher % means a stronger effect | displacement, % at 20 µM; hits with a dose series show IC50 in µM | hit rate 0.02% among 290,000;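 active = displacement of at least 50% at 20 µM, with a fluorescence ratio check between 0.3 and a set limit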;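 also: plate controls were Siah plus tracer with DMSO for no effect and tracer alone without Siah for full effect; strong numbers were not always called active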
LYP inhibition = PTPN22 lymphoid phosphatase activity blockers – biochemical, fluorescence intensity, uHTS (AID 1779); recombinant LYP phosphatase, fluorescence intensity; higher % means a stronger effect; hit rate 0.054% among 290,000; one-dose inhibition, % at 11.5 µM; IC50 in µM for titrated hits;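 also: plate controls were vehicle with enzyme for no effect and no enzyme for full effect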
ER stress rescue = rescue of cells from ER stress-induced death, primary screen, 384-well, CSM14.1, thapsigargin, ATP luminescence (AID 1222); 190,000 tested, under 10 active; cellular ATP content (survival), % at 20 µM, or EC50 in µM where a hit was titrated; CSM14.1 thapsigargin-induced death rescue, ATP luminescence; higher % means a stronger effect;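 active = EC50 below 50 µM in the dose-response confirmation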;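 also: death triggered by thapsigargin at about 15 µM added after 2 h compound pretreatment; cell ATP read after overnight thapsigargin exposure of roughly 18 to 22 hours; normalized against plate controls of thapsigargin alone and 5% DMSO vehicle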
XIAP antagonists = XIAP antagonists, biochemical, IAP family, fluorescence polarization (AID 1018); displacement, % at 20 µM, or IC50 in µM where a hit was titrated; hit rate 0.007% among 200,000; XIAP BIR domain, fluorescence polarization peptide displacement; higher % means a stronger effect; in the data active = displacement above about 50%; also: a part of the inactive calls stands beside numbers as strong as those of hits
P. falciparum M1AAP = malaria alanyl aminopeptidase activity blockers – biochemical, fluorogenic H-Leu-NHMec substrate, 1536-well (AID 1445); inhibition, % at 30 µM; hits with a dose series show IC50 in µM; recombinant M1AAP, H-Leu-NHMec fluorogenic kinetic assay; higher % means a stronger effect; hit rate 0.42% among 220,000;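 active = primary inhibition above the hit cutoff, then over 50% inhibition at one or more dose response concentrations, cut at about 23% in these data, passing the limit was not always enough; inconclusive = conflicting primary data, or primary hits not chosen for dose response; inactive = low primary inhibition, or under 50% at every dose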;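 also: plate controls were DMSO full reaction for no effect and no enzyme background for full effect; strong numbers were not always called active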
Lipid droplet = modulators of hepatic lipid droplet formation; AML12 mouse hepatocytes, oleate lipid droplets, BODIPY imaging; inhibition, % at 6.5 µM; hit rate 0.4% among 240,000; AID 1656;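 active = lipid droplet intensity inhibited by at least 50%, with more than 500 cells counted; inconclusive = wells with under 300 cells, treated as cytotoxic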
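Material – AML12 mouse liver cells · Also added – oleate loading, 100 µM · Compound dosing – 6.5 µM single-point dosing · Times – overnight treatment with compound plus oleate · Measured by – fluorescence imaging, 20x objective, two fields per well · Read-out – percent inhibition of filter-corrected integrated lipid droplet intensity per well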
P. falciparum M17LAP = P. falciparum M17LAP inhibitors, primary screen, biochemical, fluorogenic H-Leu-NHMec substrate, 1536-well (AID 1619); recombinant M17LAP, H-Leu-NHMec fluorogenic kinetic assay; higher % means a stronger effect; one-dose inhibition, % at 30 µM; IC50 in µM for titrated hits; hit rate 0.38% among 220,000;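 active = compound inhibiting the enzyme by more than half at any dose during confirmatory dose-response retesting; inconclusive = strong single-dose inhibitors picked by rank but not retested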;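 also: plate controls were full reaction with DMSO carrier for no effect and no enzyme background for full effect; strong numbers were not always called active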
AID2073 = disruptors of CaV2.2 binding to Mint1 – biochemical, HTRF (AID 2073) | HTRF protein-protein interaction, Mint1-CaV2.2; higher % means a stronger effect | inhibition, % at 20 µM, or IC50 in µM where a hit was titrated | hit rate 0.19% among 290,000; in the data active = inhibition mostly above about 51%, no sharp cut-off; inconclusive = no clear call, values can overlap the other calls; inactive = mostly below about 53%; also: some results filed as inactive read as strong as hits
HEK293 NOD2/NF-kB = inhibition of NOD2-driven NF-kB reporter – cell-based, luminescence, uHTS, HEK293 (AID 1566); HEK293 NOD2/NF-kB luciferase reporter, luminescence; higher % means a stronger effect; inhibition, % at 4 µM, or EC50 in µM where a hit was titrated; hit rate 0.63% among 290,000; also: many of its hits are not listed in these tables
Lipid droplet cells 6.5 µM = recorded beside Lipid droplet, whose call it bears; cell count; measured here: cell count, cytotoxicity flag;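 cells counted across two imaged fields per well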
Numbers without * were called inactive; ? = inconclusive; / = not tested or not shown. Rule as the data show it, unless noted: active = inhibition above about 50%; inactive = the rest. The list is partial. The share of hits here may be higher or lower than overall.

SMILES	Siah-1 displacement	LYP inhibition	ER stress rescue	XIAP antagonists	P. falciparum M1AAP	Lipid droplet	Lipid droplet cells 6.5 µM	P. falciparum M17LAP	AID2073	HEK293 NOD2/NF-kB
O=C(Oc1cccc(C(=S)N2CCOCC2)c1)c1cccc([N+](=O)[O-])c1	4%	2%	2.4%	-5.7%	/	11	777	/	-1%	1%
CCNC(=S)NNC(=O)CSc1nc2ccccc2n1C	4%	-3%	/	/	-7%	8	652	-3%	-24%	18%
CCN(CC)c1ccc(NC(=O)CCNC(=O)c2ccco2)cc1	1%	-11%	-0.9%	-4.7%	0%	31	760	-5%	-13%	2%
COc1cc2c(cc1OC)C(c1cc3cc(OC)c(OC)cc3[nH]c1=O)N(C(=O)C1CC1)CC2 (stereo not drawn)	-2%	-11%	0.3%	-8.7%	11%	/	/	9%	?	3%
O=C(NCc1ccco1)c1ccccc1NS(=O)(=O)c1ccc(Br)s1	-3%	-2%	-0.8%	-2.5%	22%	/	/	29%	11%	34%
Cc1cccc(C(=O)Nc2ncc(CN3CCOCC3)s2)c1	-6%	-9%	0.7%	-5.8%	1%	0	743	2%	3%	5%
COc1ccc(CN2CCn3nc(C(=O)NC(C)C)cc3C2=O)cc1	1%	-2%	1.4%	-5.3%	-1%	-7	669	1%	6%	0%
CCCC(=O)Nc1ccc(N2CCN(C(=O)c3cc4ccccc4o3)CC2)cc1	-2%	-2%	/	/	/	2	760	/	7%	-18%
CCOc1cc(S(=O)(=O)Nc2ccc(CC)cc2)ccc1Cl	-3%	-3%	1.3%	-3.7%	4%	1	799	-3%	48%	-2%
CCC1CCCCN1CCCNC(=O)CCC(=O)N1CC(C)Oc2ccccc21 (stereo not drawn)	-5%	-13%	/	/	/	-14	711	/	17%	20%
CNC(=O)NC(=O)C(NC1CCCc2ccccc21)c1ccccc1 (stereo not drawn)	-4%	-3%	/	/	/	-3	864	/	0%	2%
CCc1ccc(OCCNC(=O)OCc2ccccc2)cc1	-1%	-6%	-0.5%	-6.1%	7%	-7	684	-5%	-3%	4%
Cc1c(Cc2ccccc2)c(=O)oc2cc(OCC(=O)NCC3CCC(C(=O)O)CC3)ccc12 (stereo not drawn)	-5%	-9%	/	/	/	/	/	/	17%	5%
O=C(CN(Cc1cccs1)C(=O)CNC(=O)c1ccco1)NC1CCCCC1	-1%	-6%	-0.8%	-3.6%	-3%	/	/	7%	-8%	-4%
O=C(CN1CCN(S(=O)(=O)c2ccc(F)cc2)CC1)Nc1ccc2c(c1)OCO2	0%	-4%	1.0%	-2.6%	2%	/	/	7%	0%	14%
CC(=O)Nc1ccc(NC(=O)C2CCCN(c3ncccn3)C2)cc1 (stereo not drawn)	-7%	-9%	-0.3%	-3.0%	-1%	0	739	-2%	14%	4%
COc1ccc(/C=C/C(=O)Nc2nc(C)cc(C)n2)cc1OC	-6%	-1%	-3.3%	-4.9%	7%	/	/	-28%	6%	-6%
COc1cc2c(cc1OC)CN(C(=O)c1cc(S(=O)(=O)N3CCCCC3)ccc1Cl)CC2	6%	-5%	/	/	/	-19	813	/	6%	5%
NC(=O)c1ccsc1NC(=O)CCS(=O)(=O)c1ccccc1	2%	-10%	-0.9%	-16%	2%	4	768	7%	-4%	4%
Cc1ccc(/C=C/C(=O)NC(=S)N2CCN(C)CC2)cc1	2%	2%	-0.3%	-4.6%	2%	-2	658	8%	-8%	11%
Cc1c(Cc2ccccc2)c(=O)oc2c(O)c(O)ccc12	9%	10%	2.0%	2.2%	17%	2	737	12%	14%	18%
CC(C)[C@H](NC(N)=O)C(=O)Nc1ccc(Oc2ccccc2)cc1	-4%	-6%	2.1%	-3.2%	7%	10	652	3%	-5%	10%
CCCC(C(=O)NCc1ccco1)N(C(=O)CNS(=O)(=O)c1ccc(Cl)cc1)C1CCCC1 (stereo not drawn)	3%	8%	/	-3.4%	9%	-28	621	0%	-1%	-13%
COc1ccccc1CNc1nc(C)c(C(=O)N(C)C)s1	-1%	-13%	/	/	/	-24	748	/	-8%	17%
CC(Nc1nc(N2CCOCC2)nc2ccccc12)c1ccccc1 (stereo not drawn)	-5%	-4%	-1.0%	-3.4%	11%	4	707	-26%	-5%	2%

Reformatted with bars between the fields: part of the list above.
SMILES | Siah-1 displacement | LYP inhibition | ER stress rescue | XIAP antagonists | P. falciparum M1AAP | Lipid droplet | Lipid droplet cells 6.5 µM | P. falciparum M17LAP | AID2073 | HEK293 NOD2/NF-kB
Cc1c(Cc2ccccc2)c(=O)oc2cc(OCC(=O)NCC3CCC(C(=O)O)CC3)ccc12 (stereo not drawn) | -5% | -9% | / | / | / | / | / | / | 17% | 5%
O=C(CN(Cc1cccs1)C(=O)CNC(=O)c1ccco1)NC1CCCCC1 | -1% | -6% | -0.8% | -3.6% | -3% | / | / | 7% | -8% | -4%
O=C(CN1CCN(S(=O)(=O)c2ccc(F)cc2)CC1)Nc1ccc2c(c1)OCO2 | 0% | -4% | 1.0% | -2.6% | 2% | / | / | 7% | 0% | 14%
CC(=O)Nc1ccc(NC(=O)C2CCCN(c3ncccn3)C2)cc1 (stereo not drawn) | -7% | -9% | -0.3% | -3.0% | -1% | 0 | 739 | -2% | 14% | 4%
COc1ccc(/C=C/C(=O)Nc2nc(C)cc(C)n2)cc1OC | -6% | -1% | -3.3% | -4.9% | 7% | / | / | -28% | 6% | -6%
COc1cc2c(cc1OC)CN(C(=O)c1cc(S(=O)(=O)N3CCCCC3)ccc1Cl)CC2 | 6% | -5% | / | / | / | -19 | 813 | / | 6% | 5%
NC(=O)c1ccsc1NC(=O)CCS(=O)(=O)c1ccccc1 | 2% | -10% | -0.9% | -16% | 2% | 4 | 768 | 7% | -4% | 4%
Cc1ccc(/C=C/C(=O)NC(=S)N2CCN(C)CC2)cc1 | 2% | 2% | -0.3% | -4.6% | 2% | -2 | 658 | 8% | -8% | 11%
Cc1c(Cc2ccccc2)c(=O)oc2c(O)c(O)ccc12 | 9% | 10% | 2.0% | 2.2% | 17% | 2 | 737 | 12% | 14% | 18%
CC(C)[C@H](NC(N)=O)C(=O)Nc1ccc(Oc2ccccc2)cc1 | -4% | -6% | 2.1% | -3.2% | 7% | 10 | 652 | 3% | -5% | 10%
CCCC(C(=O)NCc1ccco1)N(C(=O)CNS(=O)(=O)c1ccc(Cl)cc1)C1CCCC1 (stereo not drawn) | 3% | 8% | / | -3.4% | 9% | -28 | 621 | 0% | -1% | -13%
COc1ccccc1CNc1nc(C)c(C(=O)N(C)C)s1 | -1% | -13% | / | / | / | -24 | 748 | / | -8% | 17%
CC(Nc1nc(N2CCOCC2)nc2ccccc12)c1ccccc1 (stereo not drawn) | -5% | -4% | -1.0% | -3.4% | 11% | 4 | 707 | -26% | -5% | 2%

(next part)
SMILES	Siah-1 displacement	LYP inhibition	ER stress rescue	XIAP antagonists	P. falciparum M1AAP	Lipid droplet	Lipid droplet cells 6.5 µM	P. falciparum M17LAP	AID2073	HEK293 NOD2/NF-kB
Cc1ccc(C(=O)CSc2nccn2-c2ccccc2)cc1	0%	-9%	3.6%	-5.4%	2%	/	/	10%	-19%	-21%
O=C(NCc1ccco1)c1ccccc1Br	2%	-9%	5.9%	-6.6%	9%	1	751	-4%	4%	-8%
COc1ccc(Br)cc1C(=O)Nc1cc(C)cc(C)c1	3%	-2%	2.5%	2.3%	5%	/	/	8%	6%	24%
N#C/C(=C\c1ccccc1)C(=O)Nc1nncs1	-3%	2%	/	/	9%	13	685	18%	9%	-8%
O=C(CN1CCOCC1)Nc1ccc2c(c1)OCCO2	1%	-10%	/	/	-2%	25	732	0%	-4%	-2%
Cc1ccc(C(=O)C2C(=O)c3ccccc3C2=O)cc1	2%	-8%	-1.2%	-2.4%	11%	/	/	10%	1%	27%
Cc1c(C(=O)O)sc2ncn(C)c(=O)c12	0%	-3%	-3.3%	0.0%	9%	-44	671	-3%	-9%	2%
O=C(COC(=O)c1ccccc1)Nc1cc(Cl)ccc1Oc1ccccc1	6%	4%	-0.3%	-6.4%	4%	-2	717	-5%	-4%	6%
O=C(c1ccc(F)cc1F)N1CCN(c2n[nH]c(=O)[nH]c2=O)CC1	-8%	2%	-1.0%	-3.9%	3%	-3	775	-1%	6%	0%
COc1ccc(N(CC(=O)Nc2cccc3ccccc23)S(C)(=O)=O)c(OC)c1	-2%	-9%	/	/	/	/	/	/	-7%	16%
CS(=O)c1ccccc1O (stereo not drawn)	6%	-5%	-1.1%	-2.2%	-2%	-4	694	-6%	3%	20%
CN(C)C(CNC(=O)c1cccc(OC(F)F)c1)c1ccco1 (stereo not drawn)	12%	-2%	-1.4%	-13%	3%	5	589	2%	26%	2%
Cn1c(=O)c([N+](=O)[O-])c(NCc2ccc3c(c2)OCO3)c2ccccc21	-2%	4%	/	/	3%	-29	748	9%	-15%	-6%
COc1cc(C2C(C(=O)c3cc4ccccc4o3)=C(O)C(=O)N2CCN2CCOCC2)ccc1OCCC(C)C (stereo not drawn)	-1%	1%	/	/	/	-8	814	/	14%	-8%
COc1ccc(-c2nc(C)ncc2N=Nc2ccccc2)cc1	-1%	-2%	0.4%	-4.3%	7%	/	/	13%	-2%	2%
O=C1NC(=O)C2(COC(c3cccnc3)OC2)S1 (stereo not drawn)	-3%	-4%	-1.9%	-7.2%	0%	1	666	-20%	2%	10%
O=C(CSc1ccc(Cl)cc1)Nc1cccc(-c2nnc(-c3ccco3)o2)c1	9%	-4%	3.5%	-1.6%	1%	0	639	6%	23%	-30%
COc1ccc(CCNC(=O)COc2ccc3c(C)cc(=O)oc3c2)cc1OC	5%	-4%	/	/	/	-3	798	/	8%	7%
CCSC1=N/C(=C\c2ccc(C)s2)C(=O)S1	-2%	-4%	-0.3%	-2.9%	0%	16	655	15%	0%	0%
CCCn1c(NCc2ccc(C)o2)nc2ccccc21	0%	1%	-1.6%	-13%	-4%	/	/	2%	8%	-8%

Sorted by molecular weight (smallest number first): some entries from above.
SMILES	Siah-1 displacement	LYP inhibition	ER stress rescue	XIAP antagonists	P. falciparum M1AAP	Lipid droplet	Lipid droplet cells 6.5 µM	P. falciparum M17LAP	AID2073	HEK293 NOD2/NF-kB
O=C1NC(=O)C2(COC(c3cccnc3)OC2)S1 (stereo not drawn)	-3%	-4%	-1.9%	-7.2%	0%	1	666	-20%	2%	10%
O=C(c1ccc(F)cc1F)N1CCN(c2n[nH]c(=O)[nH]c2=O)CC1	-8%	2%	-1.0%	-3.9%	3%	-3	775	-1%	6%	0%
O=C(CSc1ccc(Cl)cc1)Nc1cccc(-c2nnc(-c3ccco3)o2)c1	9%	-4%	3.5%	-1.6%	1%	0	639	6%	23%	-30%
